From PubChem BioAssay
GLD-1 TGE inh: GLD-1-TGE RNA interaction inhibition (C. elegans) | actives 0.44% (n = 320,000) | inhibition, % at 5.96 µM | Q17339 | purified GLD-1 + fluorescein TGE RNA, fluorescence polarization;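 active = percent inhibition above a per-plate cutoff, the plate mean of test compounds plus 3 SD, cut at about 30% in these data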;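 also: 0% = DMSO wells with GLD-1 and probe and 100% = wells lacking GLD-1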
Target sequence (Q17339 whole entry, looked up): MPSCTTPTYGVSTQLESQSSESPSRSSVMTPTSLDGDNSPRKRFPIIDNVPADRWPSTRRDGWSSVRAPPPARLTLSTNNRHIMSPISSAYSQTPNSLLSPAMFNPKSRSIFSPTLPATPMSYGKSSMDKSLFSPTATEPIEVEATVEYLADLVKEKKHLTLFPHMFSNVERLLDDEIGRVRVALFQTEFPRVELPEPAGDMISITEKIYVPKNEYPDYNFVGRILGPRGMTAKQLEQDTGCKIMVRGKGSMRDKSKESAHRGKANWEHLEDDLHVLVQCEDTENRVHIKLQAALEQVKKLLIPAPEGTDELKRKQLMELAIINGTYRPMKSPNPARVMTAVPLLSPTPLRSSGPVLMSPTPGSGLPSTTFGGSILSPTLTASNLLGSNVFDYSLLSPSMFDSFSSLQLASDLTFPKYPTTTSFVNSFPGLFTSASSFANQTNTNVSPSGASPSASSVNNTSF
BCLXL inh: inhibitors of human Bcl-xL; Q07817; GST-Bcl-xL / FITC-Bim BH3 peptide fluorescence polarization; inhibition, % at 10.9 µM; actives 0.7% (n = 320,000);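 active = inhibition above the mean of all tested compounds plus 3 SD, cutoff set per campaign, cut at about 30% in these data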;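 also: 0% = DMSO wells and 100% = unlabeled Bim-BH3 peptide competitor; inhibitors lower millipolarization by displacing the labeled peptide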
Fam108B counter: counter-screen for RBBP9 inhibitors: inhibitors of mouse Fam108B. recombinant Fam108B, FP-Rh probe fluorescence polarization. inhibition, % at 9.51 µM. actives 0.33% (n = 300,000). AID 1947;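 active = inhibition above the screen mean inhibition plus 3 SD, computed separately per campaign, cut at about 18% in these data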;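 also: inhibitors lower polarization as less probe binds the enzyme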
PME-1 inh: PME-1 (human) inhibition; inhibition, % at 5.9 µM; AID 2130; recombinant PME-1, FP-Rh probe fluorescence polarization; actives 0.53% (n = 320,000); Q9Y570;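 active = inhibition above the campaign mean of all compounds plus 3 SD, cut at about 26% in these data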;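 also: competitive labeling of PME-1 active site by serine hydrolase directed probe; 0% = PME-1 with DMSO and 100% = wells lacking PME-1 enzyme; inhibitors block probe labeling so polarization falls and inhibition rises; many of its hits are not listed in these tables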
MEX-5 binding: C. elegans MEX-5 TCR-2 RNA binding activity | actives 0.38% (n = 300,000) | Q9XUB2 | AID 1832 | activity score (negative = inhibition of binding), % at 10 µM | MEX-5/FITC-TCR2 RNA binding, fluorescence polarization; stronger effect = lower value;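 active = inhibition past about -25% in most replicates, and total fluorescence under double the plate's negative control median, limit read from the data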;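 also: 0% = DMSO and -100% = 5 µM competing unlabeled TCR2 RNA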
PAD4 inh: PAD4 (human) enzyme inhibition; actives 0.41% (n = 330,000); inhibition, % at 6.36 µM; recombinant PAD4, RCA probe fluorescence polarization; AID 485272;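 active = percent inhibition above a cutoff equal to the mean of all tested compounds plus 3 SD, cut at about 15% in these data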;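 also: 0% = PAD4 with RCA probe and DMSO and 100% = probe without PAD4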
Target sequence (Q9UM07 whole entry, looked up): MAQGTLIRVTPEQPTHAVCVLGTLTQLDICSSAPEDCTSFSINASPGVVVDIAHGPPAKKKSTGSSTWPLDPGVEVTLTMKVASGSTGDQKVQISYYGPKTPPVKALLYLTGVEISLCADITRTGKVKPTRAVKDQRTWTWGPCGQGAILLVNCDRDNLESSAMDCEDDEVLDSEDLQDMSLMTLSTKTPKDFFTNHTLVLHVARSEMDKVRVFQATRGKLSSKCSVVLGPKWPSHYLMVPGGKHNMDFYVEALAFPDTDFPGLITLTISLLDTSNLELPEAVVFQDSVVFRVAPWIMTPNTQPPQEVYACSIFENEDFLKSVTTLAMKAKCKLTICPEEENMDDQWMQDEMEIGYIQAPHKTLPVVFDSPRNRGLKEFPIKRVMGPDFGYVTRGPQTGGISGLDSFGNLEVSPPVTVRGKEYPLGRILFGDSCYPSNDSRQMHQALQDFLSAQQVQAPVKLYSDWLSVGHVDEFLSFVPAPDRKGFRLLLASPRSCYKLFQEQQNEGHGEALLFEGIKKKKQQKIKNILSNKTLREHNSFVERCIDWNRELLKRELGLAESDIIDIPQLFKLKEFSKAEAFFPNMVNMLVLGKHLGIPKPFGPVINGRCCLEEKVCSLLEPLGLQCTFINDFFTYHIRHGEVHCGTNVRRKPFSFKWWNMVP
GSTO1 inh: blocks human GSTO1 in RBBP9 counter-screen | recombinant GSTO1, activity-based probe fluorescence polarization | inhibition, % at 5.96 µM | actives 1.1% (n = 300,000);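 active = inhibition above the campaign mean inhibition plus 3 SD, cut at about 35% in these data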;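 also: 0% = GSTO1-1 with DMSO and 100% = wells lacking GSTO1-1 enzyme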
TPT1 inhibitor: C. albicans TPT1 enzyme inhibition | recombinant caTPT1, FP RNA substrate dephosphorylation | inhibition, % at 5 µM | actives 0.81% (n = 300,000) | AID 1962;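 active = inhibition above the mean of all tested compounds plus 3 SD, set per screening campaign, cut at about 24% in these data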;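 also: plate controls were DMSO alone for no effect and ferristatin control at 100 nM for full effect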
MCL1 BIM primary: disrupts human MCL1 binding to BIM-BH3 peptide. GST-MCL1 / FITC-Bim-BH3 fluorescence polarization. AID 2057. actives 0.68% (n = 320,000). Q07820. inhibition, % at 10.9 µM;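 active = inhibition above the mean inhibition of all tested compounds plus 3 SD, set per campaign, cut at about 40% in these data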;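 also: 0% = DMSO wells and 100% = unlabeled Bim-BH3 peptide control; higher means more loss of mP so more displacement of Bim peptide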
Active calls of the source: *; / = not tested or not shown. An excerpt (hit frequency here may not be typical).

SMILES	GLD-1 TGE inh	BCLXL inh	Fam108B counter	PME-1 inh	MEX-5 binding	PAD4 inh	GSTO1 inh	TPT1 inhibitor	MCL1 BIM primary
COc1ccc(NC(=O)CSc2nnc(C)n2C2CCCCC2)cc1	0	4	-3	-7	0.0	0	7	-1	3
CCOC(=O)C(=O)N(CC)C1CCS(=O)(=O)C1 (configuration not stated)	0	5	-2	0	/	3	-1	1	6
COc1ccccc1-c1coc2c(CN3CCN(C)CC3)c(O)ccc2c1=O	-4	4	2	-2	-2.0	-6	-7	1	2
O=C(CN1CCN(C2CCCCC2)CC1)c1c[nH]c2ccccc12	-9	-10	-3	-14	2.1	2	10	0	-17
O=C(CSc1ncc(-c2ccccc2)n1C1CCCC1)N1CCc2ccccc21	2	3	1	-5	0.6	-3	39*	2	-5
Cc1cccc(NS(=O)(=O)c2ccc3c(c2)NC(=O)CC(=O)N3)c1	-7	3	-2	6	-1.5	6	16	0	-2
COc1ccc(C2C(C(=O)NCc3ccccn3)c3cc(OC)c(OC)cc3C(=O)N2C)cc1 (configuration not stated)	2	0	-2	0	/	5	-2	-2	-4
Cc1[nH]c2ccccc2c1/C=N\NC(=O)CNc1ccc2c(c1)OCO2	6	7	12	21	-0.2	-3	1	1	-3
O=C(Nc1ccc(N2CCN(C(=O)c3cccs3)CC2)cc1)c1cccc(F)c1	-1	0	0	-2	-1.8	-6	3	4	-3
Cc1ccc(SSc2cc(C)ccc2N)c(N)c1	6	-14	6	5	0.9	6	-5	-1	0
COc1ccccc1N(CN1CCCC1=O)C(=O)c1c(F)cccc1Cl	6	5	3	6	-3.3	-1	4	1	6
Cc1cc(C)cc(N(CC(=O)NC2CCCCC2)C(=O)CNC(=O)c2ccco2)c1	-6	0	-1	-3	-1.4	6	1	-1	4
CCN1CCN(c2cc(C)c3cc(NC(=S)NCCCOC)ccc3n2)CC1	3	-2	3	-2	0.9	0	-3	1	1
COc1ccc(NS(=O)(=O)c2cc(NC(=O)c3cccs3)ccc2N2CCOCC2)cc1	4	0	-2	-4	-1.9	-2	-11	2	-4
CCCCS(=O)Cc1ccccc1 (configuration not stated)	-5	3	3	-6	-0.5	-4	13	1	-2
O=C1N(Cc2cccc(Cl)c2)C[C@@H]2C[C@@H](c3cccc4ncccc34)N3CCC[C@@]123	2	1	-1	1	-4.3	2	2	0	2
CCOc1cc(NC(=O)c2ccccn2)c(OCC)cc1NC(=O)c1ccc(Cl)cc1	4	-3	-3	-2	-0.2	1	-1	1	-12
Cc1ccc(C)c(C(C)NC(=O)Cc2cccs2)c1 (configuration not stated)	9	-1	-4	-4	-0.1	-2	2	-1	10
Cc1ccc(-c2nn(C)c(=O)c3ccccc23)cc1CNC(=O)CN1CCOCC1	9	3	-1	7	-1.9	1	-4	1	2
CCCN1C(=O)/C(=N\OCC(=O)NC23CC4CC(CC(C4)C2)C3)c2ccccc21	4	-1	-3	-9	1.3	4	3	1	4
Cc1ccc2nc(-c3ccc(NC(=S)NC4CC(C)(C)NC(C)(C)C4)cc3)sc2c1	-1	3	-8	-10	4.2	-1	-20	6	0
Cc1ccc(NC(=O)COc2coc(CN3CCN(c4ccccc4)CC3)cc2=O)cc1	-2	0	2	2	1.2	6	4	-2	-2
CC(C)(C)N1CC(C(=O)Nc2ccc(S(=O)(=O)N3CCCCC3)cc2)CC1=O (configuration not stated)	5	2	2	1	2.7	-3	-3	2	-2
COc1ccccc1CNC(=O)C1CCC1	7	3	-3	-6	1.5	0	0	1	-5
CCOc1ccccc1N1CCN(Cc2cccc(OC)c2O)CC1	1	4	-2	7	1.3	3	4	-1	8

(continued)
SMILES	GLD-1 TGE inh	BCLXL inh	Fam108B counter	PME-1 inh	MEX-5 binding	PAD4 inh	GSTO1 inh	TPT1 inhibitor	MCL1 BIM primary
CN(C(=O)c1ccc2c(=O)n3c(nc2c1)CCCCC3)c1ccccc1F	6	-1	-1	1	-0.5	-1	-8	0	-5
NS(=O)(=O)c1ccc(CCNc2ccccc2[N+](=O)[O-])cc1	0	4	2	3	0.9	-1	4	-1	4
CCOc1cc(/C=C2/C(=N)N3C(=NC2=O)SN=C3S(=O)(=O)C(C)C)ccc1OC(=O)c1ccco1	-8	-2	1	-4	11	0	-1	15	-12
Cc1ccc(-c2cc(C(=O)Nc3c(C#N)cnn3C)no2)cc1	0	2	2	2	0.3	-6	4	2	2
CCC(c1nnnn1Cc1ccco1)N1CCN(C(=O)c2ccco2)CC1 (configuration not stated)	2	6	-2	-7	-3.1	1	1	4	-1
C=CCNc1nnc(Cc2ccc(C(C)C)cc2)c(=O)[nH]1	3	0	-8	-1	-3.0	-4	3	-7	-5
CCN(CC)c1ccc(NC(=O)c2ccco2)c(C)c1	7	1	2	0	0.4	0	9	-1	7
Cc1ccc(-n2ccnc(SCC(=O)NC3CCCC3)c2=O)cc1F	10	4	2	-2	-5.0	-1	18	-5	14
CCN1CCN(S(=O)(=O)c2cccc3nsnc23)CC1	5	8	2	3	-0.3	-3	1	-2	8
C/C(CC(=O)NC12CC3CC(CC(C3)C1)C2)=N\NC(=O)Cc1cccs1	2	-3	2	-2	-1.2	3	-1	2	2
O=C1CC(c2ccco2)Cc2nc(Nc3nc(-c4ccccc4)c4ccccc4n3)ncc21 (configuration not stated)	5	8	-10	-5	-0.8	-1	6	1	1
CC(C)CC(OC(=O)c1ccco1)C(=O)NC1CCCCC1 (configuration not stated)	-9	1	-3	-2	1.6	7	6	-1	5
CC(C)C(NC(=S)Nc1ccccc1)C(=O)O (configuration not stated)	1	-1	-3	0	1.9	-2	-2	0	-3
C=C(C)CSC1=C(C#N)C(c2ccsc2)CC(=O)N1 (configuration not stated)	3	4	3	-1	-2.4	2	-2	0	7
CCc1cccc(CC)c1NC(=S)NCCc1ccc(O)c(O)c1	-1	3	2	0	-3.8	-2	16	-1	7
c1ccc2c(c1)[nH]c1c(N3CCOCC3)ncnc12	-3	5	4	3	1.9	-1	4	-4	3
COC(=O)c1c(C)oc(C)c1S(=O)(=O)NCC1CC1	0	5	0	-1	-1.2	5	9	-2	8
COc1cc2c(cc1OC)C(c1cc3cc(C)ccc3[nH]c1=O)N(C(=O)c1ccco1)CC2 (configuration not stated)	2	6	3	3	0.7	-1	-2	-6	5
O=C1CC(N2CCN(c3ccccc3)CC2)C(=O)N1Cc1ccc(Cl)cc1 (configuration not stated)	0	7	0	-2	1.4	-11	1	0	2
COC(=O)c1cc(NC(=O)C2CC=CCC2C(=O)O)cc(C(=O)OC)c1 (configuration not stated)	4	3	1	-3	-3.4	-2	0	-2	6
CCOC(=O)c1nc(N2CCN(C(=O)OCC)CC2)c2c3c(sc2n1)CCCC3	-5	7	3	3	-1.9	-5	24	-4	9
COc1ccc(CCNC(=O)C2CCCN2C(=O)Nc2ccc(C)cc2)cc1OC (configuration not stated)	-8	4	-1	0	-1.1	1	2	0	10
CC1=CC(C)(C)N(C(=O)CNC2CCCCC2)c2cc(C)ccc21	-2	3	1	13	-3.1	-5	10	-1	-4
Nc1c(Cl)ncnc1NCc1cccnc1	3	8	1	-8	1.0	1	-1	-1	3
O=C(NC(=S)NCCCN1CCOCC1)c1ccc([N+](=O)[O-])cc1	3	6	3	-1	-2.0	-4	-3	-1	6

Pulled one by one from above (2):
SMILES	GLD-1 TGE inh	BCLXL inh	Fam108B counter	PME-1 inh	MEX-5 binding	PAD4 inh	GSTO1 inh	TPT1 inhibitor	MCL1 BIM primary
Cc1ccc(-c2cc(C(=O)Nc3c(C#N)cnn3C)no2)cc1	0	2	2	2	0.3	-6	4	2	2
CCC(c1nnnn1Cc1ccco1)N1CCN(C(=O)c2ccco2)CC1 (configuration not stated)	2	6	-2	-7	-3.1	1	1	4	-1

(next part)
SMILES	GLD-1 TGE inh	BCLXL inh	Fam108B counter	PME-1 inh	MEX-5 binding	PAD4 inh	GSTO1 inh	TPT1 inhibitor	MCL1 BIM primary
Cc1ccc(-n2c(-c3ccco3)n[nH]c2=S)cc1	1	-15	-1	0	-1.7	2	-11	-6	-24
Cc1cc(C2C(C#N)=C(N)Oc3n[nH]c(C)c32)c(C)s1 (configuration not stated)	2	6	0	-1	-0.9	2	4	-2	6
CCOC(=O)Cn1c2c(c(=N)c3ccccc31)CCC2	5	0	-3	3	-0.4	-4	3	1	-2
CCN(CC)S(=O)(=O)c1ccc(NC(=O)COC(=O)CN2C(=O)c3ccccc3C2=O)cc1	0	5	4	-5	2.8	-2	-2	-3	3
COc1ccccc1N(C)S(=O)(=O)c1ccc(C)c(C(=O)Nc2nccs2)c1	8	1	-3	4	-0.7	-1	4	-7	-4
Cc1cc(C)cc(C(=O)NCC(=O)OCC(=O)c2cc(C)n(CC(F)(F)F)c2C)c1	1	4	-2	4	2.7	3	7	-1	-3
CCC(=O)Nc1ccc(Oc2ccc3c(c2)C(=O)NC3=O)cc1	2	0	1	-6	-0.6	-1	-3	4	0
Cc1cc(C)c(C(=O)COC(=O)Cn2c(C)csc2=O)cc1C	-3	4	2	-1	-2.5	2	-2	-2	4
OC[C@H]1O[C@@H](n2cnc3c(NC4CCCC4)nc(Cl)nc32)[C@H](O)[C@@H]1O	-3	5	-1	-4	/	-1	12	-3	8
Cc1nc2cc(-c3cccs3)[nH]n2c(=O)c1C	-16	5	2	-3	0.7	1	-6	-1	7
CN(C)c1nc(Nc2ccc(Cl)cc2)nc(OCC#N)n1	1	4	-5	-5	-1.9	-3	-1	-4	4
CCOC(=O)c1ccccc1NC1c2ccccc2C(=O)N1c1cc(C)ccn1 (configuration not stated)	-5	-4	-2	-2	1.6	4	5	2	-3
COc1cccc(OCC(=O)NNC(=S)Nc2ccc(Cl)cc2Cl)c1	5	7	2	1	0.3	0	2	-3	7
Cc1cccc(CSCCNC(=O)CCSc2ccccc2)c1	7	-3	-3	2	0.8	-1	2	1	2
Cc1cc(O)c(C2(O)C(=O)Nc3ccccc32)cc1C (configuration not stated)	-3	-4	0	-2	-1.0	1	-1	3	-1
O=c1c2ccccc2nc2ccccn12	8	7	-1	0	0.7	3	-1	-3	1
Cn1c(COc2ccccc2)nnc1SCC(=O)Nc1ccc(N2CCOCC2)cc1	8	-2	-8	-3	-2.2	0	-1	-1	-2
C(=N\Nc1nc(Nc2ccccc2)nc(N2CCCCC2)n1)/c1ccco1	2	3	-6	-3	0.2	1	-10	-1	-4
CCOc1ccc(CCNC(=O)CSc2cc(=O)n(C)c3cc(Cl)ccc23)cc1OCC	6	8	1	5	1.0	-2	-5	-3	5
CCn1cc(/C=C(\NC(=O)c2ccccc2OC)C(=O)NCCCn2ccnc2)c2ccccc21	1	4	-5	5	1.0	1	3	1	7
O=C(COc1ccccc1)N(Cc1nnc(-c2ccccc2Cl)o1)C1CC1	5	1	1	-2	-3.6	-10	1	-3	-2
COc1ccc(C2N=C(Nc3ccc(C)cc3)Nc3nc(C)cc(=O)n32)cc1 (configuration not stated)	-1	5	-4	-5	-1.2	1	-38	-1	7
CCOc1ccc(S(=O)(=O)N2CCC(C(=O)NCc3cccnc3)CC2)cc1C	11	6	2	1	3.1	-1	-5	-1	9
O=[N+]([O-])c1ccc(/C=N/Nc2nc(-c3ccccc3)c3cc(Br)ccc3n2)o1	-4	-15	-1	4	-1.0	4	7	19	-21
O=C(CCCN1C(=O)c2ccccc2C1=O)N1CCC(c2ccccc2)C1 (configuration not stated)	9	6	0	-1	0.2	5	0	-2	2
CCN(c1ccccc1)S(=O)(=O)c1ccc(Cl)c(C(=O)N2CCCC2)c1	-7	4	/	2	/	-3	/	/	3
O=C(NCc1cccnc1)c1ccc(Br)o1	8	5	-1	8	-0.2	-1	3	-6	7
